From PubChem BioAssay
M. tuberculosis – growth inhibition of non-replicating M. tuberculosis (AID 488890). Mycobacterium tuberculosis non-replicating, growth inhibition; higher % means a stronger effect. inhibition, % at 25 µM, or IC50 in µM where a hit was titrated. hit rate 0.39% among 320,000; in the data active = a potency from the dose series; inconclusive = inhibition mostly from about 82% at the one dose, without a potency; inactive = the rest, 99 in 100 with inhibition below about 76%;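 note: plate controls were DMSO cells for no effect and high antibiotic wells for full effect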
M. tuberculosis HTS – M. tuberculosis growth inhibition, HTS (AID 449762); M. tuberculosis H37Rv growth inhibition, 7H9 media; higher % means a stronger effect; inhibition, % at 25 µM, or IC50 in µM where a hit was titrated; hit rate 0.59% among 330,000; in the data active = a potency from the dose series; inconclusive = inhibition above about 70% without an active follow-up result;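 note: bacterial growth assessed after seven days of incubation; strong numbers were not always called active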
Salmonella PhoP GFP – PhoP regulon inhibitors, Salmonella typhi PhoP promoter GFP reporter, confirmatory (AID 1850) | one-dose inhibition, % at 50 µM; IC50 in µM for titrated hits | hit rate 0.33% among 310,000 | Salmonella Typhi PhoP-promoter GFP reporter, fluorescence, 4 h; higher % means a stronger effect; in the data active = a potency from the dose series; inconclusive = inhibition mostly from about 25% at the one dose, without a potency; inactive = the rest, 99 in 100 with inhibition below about 19%;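 note: 0% = induced wells with vehicle and 100% = uninduced wells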
influenza NS1A – NS1A inhibition, H1N1 influenza, cell based functional assay (AID 504329). NS1A functional cell-based assay, percent inhibition; higher % means a stronger effect. inhibition, % at 12.5 µM, or IC50 in µM where a hit was titrated. hit rate 0.3% among 340,000; in the data active = a potency from the dose series; inconclusive = inhibition above about 27% without an active follow-up result; note: strong numbers were not always called active
inhibitors of VEEV – inhibitors of VEEV TC-83 cytopathic effect, confirmation, Vero cells (AID 588727); Vero cells, VEEV TC-83 cytopathic effect inhibition; higher % means a stronger effect; one-dose inhibition, % at 20 µM; IC50 in µM for titrated hits; hit rate 0.13% among 350,000; in the data active = a potency from the dose series; inconclusive = inhibition mostly from about 14% at the one dose, without a potency; inactive = the rest, 99 in 100 with inhibition below about 12%; note: strong numbers were not always called active
inhibitors of VEEV 10K pilot screen – second read-out of inhibitors of VEEV, no call of its own (marks repeat the call); inhibition, %; measured here: 10K pilot screen inhibition
Active calls of the source: *; i = inactive; ? = inconclusive; . = no result given.

SMILES | M. tuberculosis | M. tuberculosis HTS | Salmonella PhoP GFP | influenza NS1A | inhibitors of VEEV | others
CCOC(=O)c1ccc(NC(=O)NCCN2CCCCC2)cc1 | -8% | -7% | 4% | 5% | 3.1%
CC(C)CCn1c(=O)c2ccccc2n2c(CCC(=O)NCC3CCCO3)nnc12 (centres undefined) | -4% | 0% | 1% | -4% | 1.3%
CC(C)(C)NC(=O)Cn1c(SCC(=O)N2CCCCCC2)nc2ccccc21 | 10% | 2% | -2% | -7% | i
CCCc1nnc(NC(=O)C(C)N2C(=O)C3C4C=CC(C4)C3C2=O)s1 (centres undefined) | -26% | -9% | -8% | -2% | 0.7%
CCC(Oc1ccc2c(c1)C(=O)CC(C)(C)O2)C(=O)NCCN1CCCCCC1 (centres undefined) | 67% | -12% | 0% | 12% | 0.1%
COc1ccc(COC(=O)Nc2c(SC)nsc2SC)cc1 | 1% | -1% | 0% | -3% | 2.5%
Cc1ccc(O)c(NC(=O)CSc2n[nH]c(-c3ccccc3)n2)c1 | 5% | 2% | -4% | -10% | 9.2%
O=C(NCCc1c[nH]c2ccccc12)c1ccc2c(c1)OCO2 | 2% | 7% | -10% | -3% | 3.0%
Cn1c(=O)[nH]c(=O)c2c1nc(NCCCO)n2CCOc1ccccc1 | 11% | -9% | 6% | 4% | 0.2%
CC(=O)OC[C@H]1COc2ccc3ccccc3c2[C@H]1N(C)C(C)=O | -5% | 2% | 6% | -13% | 0.9%
C#CCOc1ccc(/C=C2/C(=O)NN(c3ccccc3)C2=O)cc1OC | 43% | 10% | 5% | 0% | 0.3%
CCn1c(O)c(/C=N/NC(=O)c2ccccc2)c(=O)[nH]c1=S | 7% | 5% | 0% | 13% | 25%
Cc1cc(C)cc(C(=O)NC(CC(N)=O)c2ccc(N3CCN(C)CC3)c([N+](=O)[O-])c2)c1 (centres undefined) | -10% | -1% | 7% | 12% | 6.5%
CC(C)COc1ccc(N)cc1OCC(C)C | 16% | 7% | 2% | 4% | 0.1%
COc1ccc2c(c1O)-c1c(OC)c(OC)cc3c1[C@H](C2)N(C)CC3 | 11% | 20% | -2% | -1% | i
COc1ccc(-c2oc3ccccc3c(=O)c2OC(=O)c2ccc(C)cc2)cc1 | -2% | -4% | -1% | -25% | 10%
CCCC(=O)NC(=S)Nc1cccc(-c2nc3ncccc3o2)c1 | -18% | -1% | 5% | -2% | 2.0%
Cc1ccc2cc(CN(CCCO)S(=O)(=O)c3cccc4nsnc34)c(=O)[nH]c2c1 | 15% | -3% | 3% | 0% | 0.4%
Nn1c(SCC(=O)NC2CCCCC2)nnc1-c1ccc(Cl)cc1 | -2% | -5% | 7% | 3% | 7.7%
O=S(=O)(NC1Cc2ccccc2C1)c1ccccc1 | 7% | 2% | 9% | 0% | 0.4%
COC(=O)c1c(NC(NC(=O)CC(C)C)C(Cl)(Cl)Cl)sc2c1CCC2 (centres undefined) | 1% | 7% | -9% | -5% | 0.5%
O=C(c1cccc(Br)c1)N1CCN(S(=O)(=O)N2CCCCCC2)CC1 | 13% | -7% | -3% | 26% | 8.0%
CCOc1ccc(NC(=O)NCC2CCN(Cc3ccc(F)cc3)CC2)cc1 | 2% | 4% | 5% | -2% | i
CCOC(=O)/C=C/C(=O)Nc1ccc(-c2nnc3n2CCCCC3)cc1 | -7% | ? | -1% | -2% | i
O=C(Nc1ccc(F)cc1F)c1cc(-c2ccc3c(c2)OCO3)on1 | 10% | 3% | -10% | 0% | 1.5%
Going on with the list.
SMILES | M. tuberculosis | M. tuberculosis HTS | Salmonella PhoP GFP | influenza NS1A | inhibitors of VEEV | others
COc1ccc(S(=O)(=O)N2CCN(C(=O)c3c(C)nn(-c4ccccc4)c3C)CC2)cc1 | 15% | 1% | . | -11% | 6.8%
NC(=O)c1cc(S(=O)(=O)N2CC=C(c3ccccc3)CC2)cs1 | . | -2% | -3% | 13% | i
O=C(CCC1CCCCC1)Nc1c2c(nn1-c1ccc(F)cc1)CS(=O)(=O)C2 | 10% | 1% | 4% | -2% | 0.7%
CCN(CC)S(=O)(=O)N1CCC(C(=O)NCCN2CCOCC2)CC1 | -1% | -6% | -1% | 1% | i
Cc1cc(OCCCC(=O)NCCc2nnc3ccccn23)ccc1Cl | 8% | -3% | . | -2% | i
O=C1OC(CCl)CN1Cc1ccc([N+](=O)[O-])cc1 (centres undefined) | 50% | -4% | -4% | 0% | 1.3%
C=CCNc1nc(C(=O)OCC(=O)c2ccc(OC)cc2OC)cs1 | 76% | 13% | 6% | -16% | 3.7%
OC(COc1ccc(-c2ccccc2)cc1)CN1CCOCC1 (centres undefined) | 4% | 8% | 13% | . | .
CC(=O)COc1cc(C)cc2oc(=O)cc(-c3ccccc3)c12 | 8% | -7% | -4% | 7% | 7.5%
CC(C)=N/N=C1/NC(=O)C(CC(=O)Nc2cc(Cl)ccc2C)S1 (centres undefined) | 8% | 5% | -11% | 23% | 1.0%
Cc1cccc2c(=O)c(C(=O)NCCCN3CCOCC3)c[nH]c12 | 5% | -5% | -11% | 0% | i
Cc1c(CCC(=O)NCCCN2CCCC2=O)c(=O)oc2cc(O)ccc12 | -3% | 4% | 13% | -7% | 0.3%
Cc1ccc(Nc2nc(-c3c(C)nc4ncccn34)cs2)cc1 | 68% | ? | 6% | 0% | i
CCOC(=O)c1csc(-c2ccc([N+](=O)[O-])cc2)n1 | 78% | -8% | 18% | -1% | 1.9%
CCn1c2ccccc2c2cc(NC(=O)CN3CCCC3)ccc21 | 23% | -2% | 9% | 4% | 1.1%
COC(=O)c1ccc([N+](=O)[O-])c(CS(=O)(=O)c2ccc(Cl)cc2)c1 | 10% | -2% | -9% | 5% | 0.5%
CC(C)N1CC(O)=C(c2nc3ccccc3c(=O)[nH]2)C1=N | -15% | -1% | 1% | -24% | 4.9%
CCOc1cc(Cl)c(NC(=O)CC)cc1OCC | -1% | 1% | -8% | 27% | 1.8% | inhibitors of VEEV 10K pilot screen=0.5
CC(C)[C@@H]1N[C@]2(C(=O)Nc3ccccc32)[C@@H]2C(=O)N(c3cccc(C(F)(F)F)c3)C(=O)[C@@H]21 | 9% | -4% | 4% | 1% | i
COc1ccccc1OCCCOc1ccc(C)cc1Br | 74% | 4% | 16% | -10% | 1.4%
Cn1c(CC(=O)Nc2ccc(F)cc2)c(Sc2ccccc2)c2ccccc21 | -14% | 4% | -6% | -6% | 1.2%
Cc1nc2ccccn2c1C(=O)/C=C/c1ccc(F)cc1 | 55% | 5% | 7% | -1% | >25µM*
COc1ccc(-c2cn(-c3ccc(C)cc3)c(=O)n2CC(=O)Nc2ccc(OC)cc2OC)cc1 | 14% | -1% | -1% | 14% | 11%
COc1ccc(-c2[nH]ncc2CN(C)Cc2c(C)n[nH]c2C)c(OC)c1 | 9% | -11% | 1% | 8% | 0.6%
COc1ccc(NC(=O)C(NC(=O)Cc2cccs2)c2ccccc2)cc1 (centres undefined) | -5% | -1% | -7% | -5% | i
The list goes on:
SMILES | M. tuberculosis | M. tuberculosis HTS | Salmonella PhoP GFP | influenza NS1A | inhibitors of VEEV | others
COc1ccc(C)cc1S(=O)(=O)Nc1cccc(-c2ccc(N3CCCCCC3)nn2)c1 | 39% | 4% | 0% | 3% | 2.4%
CCOc1ccc(Oc2ccc(C(F)(F)F)cc2N)cc1 | 69% | -1% | -15% | 19% | 1.6%
COc1cc2[nH]c(=S)nc(NCc3cccs3)c2cc1OC | -37% | 1% | -4% | 2% | 3.5%
O=C(COC(=O)c1ccc(S(=O)(=O)N2CCCC2)cc1)Nc1cccnc1Cl | 7% | -5% | 5% | 9% | 1.9%
CSCCC1NC(=O)C(C(C)=NNC(N)=O)=C1O (centres undefined) | . | . | . | -1% | 0.8%
COCCNC(=O)c1ccc(NC(=O)C2(c3ccccc3)CCCC2)cc1 | 61% | 41% | 2% | -10% | 1.0%
Cc1ccc(S(=O)(=O)N2CCCCC2CCNC(=O)C(=O)NCCc2ccco2)cc1 (centres undefined) | 23% | 36% | -1% | -10% | 9.7%
CC1(C(=O)NC2CCCCC2)CCC(=O)N1Cc1cccnc1 (centres undefined) | . | -8% | . | 21% | 1.9%
COCc1nnc(NC(=O)CCC2CCCCC2)s1 | -3% | -15% | -9% | -5% | 3.2%
CCOC(=O)N1CCN(c2nc3ccc(C(=O)c4ccccc4)cc3n3cnnc23)CC1 | 29% | 21% | 3% | -4% | 8.4%
Cc1ccc(S(=O)(=O)NCCc2ccncc2)cc1 | 4% | 5% | -6% | -6% | 2.1%
Cn1cccc1/C=C1\SC(=O)N(CC(=O)Nc2ccc(F)cc2)C1=O | 8% | 2% | 5% | 7% | 0.7%
COc1ccc(S(=O)(=O)N(C)CC(=O)Nc2ccccc2OC)cc1 | 1% | -11% | -1% | 4% | 2.6%
O=C(O)C1CCC1C(=O)Nc1nc(-c2ccc(Cl)s2)cs1 (centres undefined) | 6% | -3% | 8% | 7% | 2.2%
CC(C)CNC(=O)CN1C(=O)NC(Cc2c[nH]c3ccccc23)C1=O (centres undefined) | -10% | 0% | -7% | -2% | 0.9%
CCC1CN1P(=O)(N1CCCC1)N1CC1CC (centres undefined) | . | . | . | -8% | 0.1%
O=C(COC(=O)CNC(=O)c1ccco1)Nc1ccc(F)cc1 | -2% | -4% | 7% | 0% | 1.5%
O=C(Nc1ccc(Cl)cc1)Nc1nnc(Cc2ccc([N+](=O)[O-])cc2)s1 | 9% | -1% | -6% | -13% | i
CCCCC1=CC2=CC(=O)C(C)(OC(=O)CC)C(=O)C2=CN1CCc1c[nH]c2ccccc12 (centres undefined) | 55% | -7% | 8% | 11% | i
N/C(=N\OC(=O)C12CC3CC(CC(C3)C1)C2)c1ccccn1 | -10% | -2% | -4% | -5% | 2.5%
Cc1cccc(NC(=O)CSc2nc3[nH]ncc3c(=O)[nH]2)c1C | 60% | 7% | -13% | -4% | 1.0%
CCCN(CC(=O)Nc1ccccc1C)C(=O)c1oc2ccc(OCC)cc2c1C | -6% | 3% | 3% | -13% | 6.0%
O=C(c1cccn2c(=O)c3cc(Br)ccc3nc12)N1CCC2(CC1)OCCO2 | 5% | 0% | -4% | -7% | 1.0%
O=[N+]([O-])c1ccc(N2CCNCC2)cc1Sc1nc2ccccc2[nH]1 | 26% | 2% | 14% | -4% | 0.8%
C/C(=N\NC(=O)CCC(=O)O)c1c(-c2ccccc2)c2cc(Br)ccc2[nH]c1=O | 6% | 1% | -3% | -11% | i
Additional records
SMILES | M. tuberculosis | M. tuberculosis HTS | Salmonella PhoP GFP | influenza NS1A | inhibitors of VEEV | others
CNC(=O)c1ccc(OCc2ccccc2)c(OC)c1 | -2% | 1% | -9% | -6% | 3.5%
CN1CC2=Cc3ccccc3OC23Oc2ccccc2C=C3C1 | 55% | 34% | 16% | 4% | 22%
COc1ccc(CCNC(=O)C2CCN(S(=O)(=O)c3ccc(C)cc3)CC2)cc1OC | 7% | 3% | 6% | 3% | 1.9%
Cc1ccc(S(=O)C(c2ccccc2)c2ccccc2)cc1 (centres undefined) | . | . | . | -7% | 1.1%
O=C(/C=C/c1ccc(Br)cc1)NCCCn1ccnc1 | 2% | -9% | 1% | -5% | i
Cc1ccc(C)c(NC(=O)CN(C)C(=O)[C@@H](NC(N)=O)C(C)C)c1 | -7% | 1% | 0% | 2% | 0.1%
O=C(c1nc[nH]c1C(=O)N1CCc2ccccc2C1)N1CCc2ccccc2C1 | 0% | -1% | . | -10% | i
O=C(c1ccccc1)N1CCN(C(=O)c2cc3ccccc3o2)CC1 | -7% | -6% | -4% | -11% | 9.2%
